Screening results from PubChem BioAssay.
UBC13 polyUb = inhibitors of human UBC13 polyubiquitin chain formation; TR-FRET; inhibition, % at 20 µM; actives 0.47% (n = 330,000); in the data active means inhibition above about 45%, passing the limit was not always enough
Target sequence (P61088 whole entry, looked up): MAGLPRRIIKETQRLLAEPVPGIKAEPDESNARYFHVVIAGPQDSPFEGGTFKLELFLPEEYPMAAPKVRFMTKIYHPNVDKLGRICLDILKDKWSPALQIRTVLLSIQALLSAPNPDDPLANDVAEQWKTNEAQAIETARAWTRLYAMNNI
Gli-Sufu block = blocks Gli-Sufu signaling in a luciferase reporter. actives 0.74% (n = 340,000). inhibition, % at 5 µM. Sufu-KO-LIGHT fibroblasts, Gli luciferase reporter luminescence;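 active means inhibition above about 55%, limit read from the data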;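 further: 0% = DMSO-treated cells and 100% = wells with medium but no cells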
APJ antag = antagonists of human APJ apelin receptor | inhibition, % at 20 µM | actives 0.32% (n = 330,000) | CHO-K1 APJ beta-arrestin complementation, luminescence;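 active means inhibition above about 40% at 20 µM, limit read from the data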;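 further: cells challenged with 10 nM apelin-13 agonist together with compound; plate controls were apelin-13 plus DMSO wells for no effect and DMSO wells lacking apelin-13 for full effect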
Target sequence (P35414 whole entry, looked up): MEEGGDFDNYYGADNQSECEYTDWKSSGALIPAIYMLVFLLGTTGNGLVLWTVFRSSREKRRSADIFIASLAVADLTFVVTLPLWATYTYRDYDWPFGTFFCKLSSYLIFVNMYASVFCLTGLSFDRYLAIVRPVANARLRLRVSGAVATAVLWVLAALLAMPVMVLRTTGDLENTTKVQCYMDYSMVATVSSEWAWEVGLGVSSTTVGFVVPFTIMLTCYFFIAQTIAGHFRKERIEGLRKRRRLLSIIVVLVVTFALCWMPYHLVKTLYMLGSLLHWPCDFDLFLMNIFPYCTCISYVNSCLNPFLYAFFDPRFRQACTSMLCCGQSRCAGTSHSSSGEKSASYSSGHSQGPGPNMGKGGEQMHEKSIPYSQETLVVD
ATG4B inh = blocks human ATG4B protease cleavage of LC3 substrate | Q9Y4P1 | ATG4B cleavage of LC3-PLA2, NBD-HPC fluorescence, 1 h | inhibition, % at 8.33 µM | actives 0.51% (n = 340,000) | AID 504462; in the data active means inhibition above about 40%
EBI2 block = EBI2 (human) antagonism; P32249; EBI2 beta-arrestin recruitment, luminescence, 7a,25-OHC stimulated; inhibition, % at 5 µM; actives 0.81% (n = 360,000); in the data active means inhibition above about 38%;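 further: enzyme fragment complementation signal reports receptor beta-arrestin coupling in cells; 0% = agonist plus DMSO wells and 100% = wells without agonist; some results beyond the cut were filed as inactive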
CXCR6 block = blocks human CXCR6 beta-arrestin recruitment; O00574; CHO-K1 PathHunter CXCR6 beta-arrestin, luminescence; inhibition, % at 20 µM; actives 0.36% (n = 360,000); AID 602244; in the data active means inhibition above about 34%, passing the limit was not always enough;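 further: antagonist mode with CXCL16 agonist at 10 nM final; 0% = 10 nM CXCL16 with DMSO and 100% = unstimulated wells without agonist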
APJ agonist = activates the human apelin receptor APJ; P35414; CHO-K1 APJ PathHunter beta-arrestin, luminescence; 0% DMSO wells, 100% apelin; activation, % at 20 µM; actives 0.11% (n = 330,000); AID 2520;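 active means activation more than six SD over the plate average, tested at 20 µM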;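 further: 0% = DMSO alone and 100% = apelin-13 at 10 nM; some results filed as inactive read as strong as hits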
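Assay system: engineered CHO-K1 APJ arrestin reporter cells; Amount: 1000 CHO-K1 reporter cells seeded per well; Dosing: one dose, 20 µM compound, 1% DMSO; Times: compound stimulation 90 min at 25 °C, detection 60 min; Measured by: luminescent beta-gal fragment complementation, chemiluminescent substrate; Read-out: APJ–arrestin association signal; Controls: DMSO vs Apelin-13 10 nM.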
CCR6 antagonist = blocks CCL20-driven beta-arrestin recruitment at human CCR6 | inhibition, % at 20 µM | actives 0.49% (n = 340,000) | CHO-K1 CCR6 PathHunter beta-arrestin, luminescence, CCL20-stimulated | AID 493098;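 active means compounds whose inhibition of the agonist-driven luminescence signal at 20 µM reaches about 50%, limit read from the data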;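 further: cells stimulated with CCL20 at 14 nM final; plate controls were DMSO with CCL20 for no effect and DMSO without agonist for full effect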
Target sequence (P51684 whole entry, looked up): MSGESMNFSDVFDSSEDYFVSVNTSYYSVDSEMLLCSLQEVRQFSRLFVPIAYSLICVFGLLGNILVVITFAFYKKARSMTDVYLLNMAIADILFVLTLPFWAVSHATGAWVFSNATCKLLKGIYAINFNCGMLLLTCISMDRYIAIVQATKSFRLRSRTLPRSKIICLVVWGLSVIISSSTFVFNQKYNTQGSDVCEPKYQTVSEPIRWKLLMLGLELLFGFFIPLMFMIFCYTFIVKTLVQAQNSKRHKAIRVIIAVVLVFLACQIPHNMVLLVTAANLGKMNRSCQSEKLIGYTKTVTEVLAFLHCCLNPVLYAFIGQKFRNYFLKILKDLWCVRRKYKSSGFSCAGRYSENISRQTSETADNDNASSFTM
* = called active by the depositor.

Results for C=CCSc1nnc(NC(=O)CSc2ccccn2)s1 ?
UBC13 polyUb: 1; Gli-Sufu block: -1; APJ antag: 13; ATG4B inh: -2; APJ agonist: 1; CCR6 antagonist: -12

What do the screens show for `CCOc1ccc(NC(=O)c2cccnc2C(=O)O)cc1`?
UBC13 polyUb: -6; Gli-Sufu block: -2; APJ antag: 25; ATG4B inh: 1; EBI2 block: -7; CXCR6 block: -3; APJ agonist: -3; CCR6 antagonist: -18

What do the screens show for `CCN(CC)C(=O)N1CCN(S(=O)(=O)c2c(C)cc(C)cc2C)CC1`?
UBC13 polyUb: 1; Gli-Sufu block: 27; APJ antag: -27; ATG4B inh: -4; EBI2 block: -12; CXCR6 block: 2; APJ agonist: -5; CCR6 antagonist: 1

How did CCn1c(Cc2ccccc2)nnc1SCC(=O)Nc1nc(C)c(C)s1 do in these assays?
UBC13 polyUb: 12; Gli-Sufu block: 2; APJ antag: 5; ATG4B inh: -4; EBI2 block: -1; CXCR6 block: 2; APJ agonist: -2; CCR6 antagonist: -3

Results for COc1ccc(-c2cc(C(=O)Nc3cccc(O)c3)no2)cc1 ?
UBC13 polyUb: 9; Gli-Sufu block: -87; APJ antag: 10; ATG4B inh: -18; EBI2 block: -1; CXCR6 block: 5; APJ agonist: 2; CCR6 antagonist: 8

What do the screens show for `CCCCCOC(=O)c1ccc(OC(=O)c2cncc(Br)c2)cc1`?
UBC13 polyUb: 0; Gli-Sufu block: -49; APJ antag: 12; ATG4B inh: 0; EBI2 block: 6; CXCR6 block: -6; APJ agonist: -2; CCR6 antagonist: 12

Results for Cc1ccc(C(=O)NCC(=O)Nc2ncccc2C)s1 ?
UBC13 polyUb: -3; Gli-Sufu block: -7; APJ antag: -51; ATG4B inh: -5; EBI2 block: -19; CXCR6 block: 2; APJ agonist: 3; CCR6 antagonist: -11

Results for CNc1sc(C(=O)c2ccc(F)cc2)c(N)c1-c1nc2ccccc2s1 ?
UBC13 polyUb: -39; Gli-Sufu block: -2; APJ antag: 39; ATG4B inh: 4; EBI2 block: -3; CXCR6 block: 39; APJ agonist: -7; CCR6 antagonist: 43

How did COc1ccccc1-c1cc(N)n[nH]1 do in these assays?
UBC13 polyUb: 2; Gli-Sufu block: -3; APJ antag: -3; ATG4B inh: -4; EBI2 block: -3; CXCR6 block: -2; APJ agonist: 5; CCR6 antagonist: 1

What do the screens show for `Cc1csc2nc(CNC(=O)c3ccco3)cn12`?
UBC13 polyUb: 3; Gli-Sufu block: -2; APJ antag: 0; ATG4B inh: -12; EBI2 block: -24; CXCR6 block: -24; APJ agonist: -2; CCR6 antagonist: -4

Results for FC(F)(F)c1cccc(Cn2nnnc2-c2cccc(C(F)(F)F)c2)c1 ?
UBC13 polyUb: 7; Gli-Sufu block: 7; APJ antag: 17; ATG4B inh: 11; EBI2 block: 26; CXCR6 block: -1; APJ agonist: -2; CCR6 antagonist: 12

What do the screens show for `O=C(NC(=S)Nc1ccc(N2CCOCC2)cc1)c1cncc(Br)c1`?
UBC13 polyUb: 2; Gli-Sufu block: -17; APJ antag: 23; ATG4B inh: -6; EBI2 block: -2; CXCR6 block: 11; APJ agonist: -5; CCR6 antagonist: 29

How did COc1cccc(CC2(CO)CCN(Cc3ccc(NC(C)=O)cc3)CC2)c1 do in these assays?
UBC13 polyUb: 16; Gli-Sufu block: 23; APJ antag: 2; ATG4B inh: 25; EBI2 block: -6; CXCR6 block: 3; APJ agonist: -4; CCR6 antagonist: -6

Results for CCCc1ccc(-c2cc(N)n[nH]2)cc1 ?
UBC13 polyUb: 4; Gli-Sufu block: -26; APJ antag: -8; ATG4B inh: -2; EBI2 block: 4; CXCR6 block: -3; APJ agonist: -1; CCR6 antagonist: -21

What do the screens show for `CC(NC(=O)c1ccc(S(=O)(=O)Nc2ccccc2)cc1)c1ccc(S(N)(=O)=O)cc1` (stereo unspecified)?
UBC13 polyUb: 2; Gli-Sufu block: 6; APJ antag: -1; ATG4B inh: -19; EBI2 block: -5; CXCR6 block: 1; APJ agonist: 0; CCR6 antagonist: 0

How did O=C1C2C(c3ccccc3)C=CC(c3ccccc3)C2C(=O)N1c1ccncc1 (stereo unspecified) do in these assays?
UBC13 polyUb: -20; Gli-Sufu block: 0; APJ antag: 1; ATG4B inh: -5; EBI2 block: -6; CXCR6 block: -8; APJ agonist: 11; CCR6 antagonist: 4

Results for CCOc1ccc(CCNC(=O)c2nnc(Cc3ccc(F)cc3)o2)cc1OCC ?
UBC13 polyUb: -5; Gli-Sufu block: -16; APJ antag: 4; ATG4B inh: 18; EBI2 block: 1; CXCR6 block: 6; APJ agonist: -1; CCR6 antagonist: 4

Results for CCOC(=O)N1CCN(C(=O)c2c[nH]c3ccc(S(=O)(=O)N(C)c4ccc(OCC)cc4)cc3c2=O)CC1 ?
UBC13 polyUb: -6; Gli-Sufu block: -10; APJ antag: -17; ATG4B inh: -1; EBI2 block: 10; CXCR6 block: -7; APJ agonist: 1; CCR6 antagonist: -4

How did CC(C)CCNC(=O)C1CC(c2cccc([N+](=O)[O-])c2)=NO1 (stereo unspecified) do in these assays?
UBC13 polyUb: 0; Gli-Sufu block: -7; APJ antag: -2; ATG4B inh: 4; EBI2 block: -20; CXCR6 block: -6; APJ agonist: 2; CCR6 antagonist: 4

Results for COc1ccc(C(CC(=O)Nc2cc(C)ccn2)N2Cc3ccccc3C2=O)cc1 (stereo unspecified) ?
UBC13 polyUb: 7; Gli-Sufu block: 10; APJ antag: 15; ATG4B inh: -8; EBI2 block: 1; CXCR6 block: 10; APJ agonist: -1; CCR6 antagonist: 9

Grouped by structure, the compounds so far with fluorine.
Results for CNc1sc(C(=O)c2ccc(F)cc2)c(N)c1-c1nc2ccccc2s1 ?
UBC13 polyUb: -39; Gli-Sufu block: -2; APJ antag: 39; ATG4B inh: 4; EBI2 block: -3; CXCR6 block: 39; APJ agonist: -7; CCR6 antagonist: 43

Results for FC(F)(F)c1cccc(Cn2nnnc2-c2cccc(C(F)(F)F)c2)c1 ?
UBC13 polyUb: 7; Gli-Sufu block: 7; APJ antag: 17; ATG4B inh: 11; EBI2 block: 26; CXCR6 block: -1; APJ agonist: -2; CCR6 antagonist: 12

Results for CCOc1ccc(CCNC(=O)c2nnc(Cc3ccc(F)cc3)o2)cc1OCC ?
UBC13 polyUb: -5; Gli-Sufu block: -16; APJ antag: 4; ATG4B inh: 18; EBI2 block: 1; CXCR6 block: 6; APJ agonist: -1; CCR6 antagonist: 4

Further compounds:
How did COc1ccc(C2CC(=O)C=C(NCC3CCCO3)C2)cc1 (stereo unspecified) do in these assays?
UBC13 polyUb: 1; Gli-Sufu block: 3; APJ antag: -10; ATG4B inh: -9; EBI2 block: -6; CXCR6 block: 9; APJ agonist: 3; CCR6 antagonist: 8

How did O=C(Cc1c(F)cccc1Cl)NCCN1CCOCC1 do in these assays?
UBC13 polyUb: 11; Gli-Sufu block: -3; APJ antag: 14; ATG4B inh: -1; EBI2 block: -6; CXCR6 block: -2; APJ agonist: -3; CCR6 antagonist: -14

Results for Cn1ncc(Cl)c1C(=O)Nc1ccc2c(c1)OCO2 ?
UBC13 polyUb: -4; Gli-Sufu block: -7; APJ antag: 8; ATG4B inh: -4; EBI2 block: -9; CXCR6 block: -2; APJ agonist: -1; CCR6 antagonist: -10

How did CCOc1ccc(NC(=O)N(C2CCCCC2)C(C)c2cccnc2)cc1 (stereo unspecified) do in these assays?
UBC13 polyUb: -6; Gli-Sufu block: -10; APJ antag: -39; ATG4B inh: 0; EBI2 block: 4; CXCR6 block: 3; APJ agonist: -2; CCR6 antagonist: -5

How did O=C(NCc1ccco1)C(c1ccco1)N(Cc1cccs1)C(=O)Cn1nnc2ccccc21 (stereo unspecified) do in these assays?
UBC13 polyUb: 1; Gli-Sufu block: 0; APJ antag: 3; ATG4B inh: -17; EBI2 block: 0; CXCR6 block: 7; APJ agonist: 3; CCR6 antagonist: -2

Results for Cc1cc(C)c(C)c(S(=O)(=O)N2CCNCC2)c1C ?
UBC13 polyUb: 1; Gli-Sufu block: 8; APJ antag: -33; ATG4B inh: -3; EBI2 block: 2; CXCR6 block: 7; APJ agonist: 3; CCR6 antagonist: 11

How did CCn1nc([N+](=O)[O-])c(C(C#N)c2nc3ccccc3n2C)c(Cl)c1=O (stereo unspecified) do in these assays?
UBC13 polyUb: -62; Gli-Sufu block: 3; APJ antag: 16; ATG4B inh: 72*; EBI2 block: 7; CXCR6 block: 12; APJ agonist: -8; CCR6 antagonist: 38

What do the screens show for `Cc1onc(-c2c(F)cccc2Cl)c1C(=O)N1CCc2ccccc2C1`?
UBC13 polyUb: 5; Gli-Sufu block: -7; APJ antag: 2; ATG4B inh: -6; EBI2 block: 6; CXCR6 block: 5; APJ agonist: -6; CCR6 antagonist: 9

How did Cc1cnc(NC(=O)CCCNC(=O)c2ccc(Cl)cc2)s1 do in these assays?
UBC13 polyUb: 1; Gli-Sufu block: -6; APJ antag: -13; ATG4B inh: -4; EBI2 block: 8; CXCR6 block: 5; APJ agonist: -4; CCR6 antagonist: -6

Results for Cn1cc([N+](=O)[O-])c(C(=O)Nc2ccc3nc(-c4ccccc4)[nH]c3c2)n1 ?
UBC13 polyUb: -2; Gli-Sufu block: -18; APJ antag: 18; ATG4B inh: -12; EBI2 block: -8; CXCR6 block: 0; APJ agonist: 1; CCR6 antagonist: -2

What do the screens show for `COc1ccc(C2(CO)OC(CO)C(O)C2O)cc1` (stereo unspecified)?
Gli-Sufu block: -7; ATG4B inh: 2; EBI2 block: -2; CXCR6 block: 3; CCR6 antagonist: 8

How did O=c1nc2n(c3ncccc13)CCCCC2 do in these assays?
UBC13 polyUb: -6; Gli-Sufu block: 7; APJ antag: 7; ATG4B inh: 5; EBI2 block: -12; CXCR6 block: -6; APJ agonist: -2; CCR6 antagonist: -4

How did C#C[C@]1(O)CC[C@H]2[C@@H]3CCC4=C(CCC(=O)C4)[C@H]3CC[C@@]21C do in these assays?
UBC13 polyUb: -2; Gli-Sufu block: -6; APJ antag: 8; ATG4B inh: -3; EBI2 block: -3; CXCR6 block: -8; APJ agonist: 0; CCR6 antagonist: -5

What do the screens show for `O=C(OC1CCOC1=O)c1cc(S(=O)(=O)N2CCOCC2)c(Cl)cc1Cl` (stereo unspecified)?
UBC13 polyUb: -5; Gli-Sufu block: -5; APJ antag: -65; ATG4B inh: -7; EBI2 block: -6; CXCR6 block: -15; APJ agonist: -1; CCR6 antagonist: 0

Results for Cc1ccc(NC2CCCN(C(=O)C3CCCC3)C2)cc1C (stereo unspecified) ?
UBC13 polyUb: -4; Gli-Sufu block: 5; APJ antag: -5; ATG4B inh: 32; EBI2 block: 10; CXCR6 block: -4; APJ agonist: 4; CCR6 antagonist: 15

What do the screens show for `CCOC(=O)C1(C)Oc2ccccc2C(C(=O)OC)=C1C(=O)OC` (stereo unspecified)?
Gli-Sufu block: 3; ATG4B inh: -4; EBI2 block: 1; CXCR6 block: -2; CCR6 antagonist: 22

Results for CC(C)C(c1nnnn1CCc1ccccc1)N1CCC(C(N)=O)CC1 (stereo unspecified) ?
UBC13 polyUb: 5; Gli-Sufu block: 2; APJ antag: -1; ATG4B inh: -6; EBI2 block: -2; CXCR6 block: -7; APJ agonist: -4; CCR6 antagonist: -5

What do the screens show for `Cc1cccc(NC(=O)CSCC(=O)Nc2cc(S(=O)(=O)N3CCOCC3)ccc2N2CCCC2)c1`?
UBC13 polyUb: 3; Gli-Sufu block: 6; APJ antag: 20; ATG4B inh: -3; EBI2 block: -4; CXCR6 block: -3; APJ agonist: 2; CCR6 antagonist: 3

How did C[C@@H]1CC[C@@]23COC(=O)C2=CCC[C@@H]3[C@@]1(C)CC/C(=C/CO)CO do in these assays?
UBC13 polyUb: 2; Gli-Sufu block: -12; APJ antag: 13; ATG4B inh: -14; EBI2 block: 7; CXCR6 block: -5; APJ agonist: -6; CCR6 antagonist: 3
